Screening data: PubChem BioAssay, National Center for Advancing Translational Sciences (NCATS)
12-LOX inh – inhibitors of human 12S-lipoxygenase ALOX12. actives 1.1% (n = 580,000). purified 12hLO, xylenol orange hydroperoxide absorbance. Potency, µM (doses to about 108 µM), for inactives: at the top dose activity change, negative = inhibition, hits mostly inhibitors; active means well fitted inhibition curve with a large enough effect; inconclusive means small, poorly fitted or top-dose-only effect, or another doubt; inactive means no such curve, though single readings can be large or run the other way
Target sequence (P18054 whole entry, looked up): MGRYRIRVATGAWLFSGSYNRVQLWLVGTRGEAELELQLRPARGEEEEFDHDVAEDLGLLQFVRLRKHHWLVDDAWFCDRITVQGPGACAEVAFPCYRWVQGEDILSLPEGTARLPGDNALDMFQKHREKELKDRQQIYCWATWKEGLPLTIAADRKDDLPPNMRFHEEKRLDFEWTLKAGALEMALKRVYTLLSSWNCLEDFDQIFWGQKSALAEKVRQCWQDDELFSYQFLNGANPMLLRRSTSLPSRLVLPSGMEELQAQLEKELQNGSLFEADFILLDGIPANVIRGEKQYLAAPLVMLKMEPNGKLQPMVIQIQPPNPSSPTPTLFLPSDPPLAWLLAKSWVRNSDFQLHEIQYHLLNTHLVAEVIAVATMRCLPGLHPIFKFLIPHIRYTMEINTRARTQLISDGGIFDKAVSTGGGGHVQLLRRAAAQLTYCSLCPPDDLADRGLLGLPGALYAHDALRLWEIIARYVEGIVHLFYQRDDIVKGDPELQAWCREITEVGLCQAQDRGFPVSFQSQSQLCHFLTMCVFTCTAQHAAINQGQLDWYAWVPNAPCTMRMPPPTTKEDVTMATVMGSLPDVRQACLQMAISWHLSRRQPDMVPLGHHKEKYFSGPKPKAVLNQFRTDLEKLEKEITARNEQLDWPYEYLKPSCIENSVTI
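Purified human 12hLO at 150 nM in 25 mM Hepes, 0.01% Triton X-100, pH 7.0, preincubated 15 min at room temperature with compound. Reaction started with 40 uM arachidonic acid, 30 min at room temperature. Hydroperoxide measured by Fe-xylenol orange, 573/405 nm absorbance ratio.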
Numbers without * were called inactive; [ ] = another dose, or the depositor's remark. On the % scale 0 is the no-effect control and ±100 the full control effect; potency means the concentration at half of the fitted maximal effect. A portion of the library. The share of hits here may be higher or lower than overall.

The opening 6 entries, ahead of the listing:
Screening Cc1cc(C(=O)CSc2ccc(Br)cc2)c(C)[nH]1 returned 12-LOX inh inconclusive.
COc1ccccc1-c1nccc(NCc2cnc(C)cn2)n1 was read as 12-LOX inh inconclusive.
Screening O=C(Nc1ccc2oc(-c3cccc(Cl)c3)nc2c1)c1ccc(F)cc1 returned 12-LOX inh -29.0%.
`COc1ccc(OC)c(NC(=O)C2CCc3nc(N4CCN(C(C)=O)CC4)sc3C2)c1` (stereo not drawn) gave 12-LOX inh inconclusive.
CCCCc1c(C)[nH]c2ccccc2c1=O was read as 12-LOX inh 11.2%.
C[C@@H](NC(=O)c1cccs1)c1c(-c2ccc(F)cc2)noc1C(=O)O was read as 12-LOX inh inconclusive.

The list itself, repeating the preview:
Screening Cc1cc(C(=O)CSc2ccc(Br)cc2)c(C)[nH]1 returned 12-LOX inh inconclusive.
COc1ccccc1-c1nccc(NCc2cnc(C)cn2)n1 was read as 12-LOX inh inconclusive.
Screening O=C(Nc1ccc2oc(-c3cccc(Cl)c3)nc2c1)c1ccc(F)cc1 returned 12-LOX inh -29.0%.
`COc1ccc(OC)c(NC(=O)C2CCc3nc(N4CCN(C(C)=O)CC4)sc3C2)c1` (stereo not drawn) gave 12-LOX inh inconclusive.
CCCCc1c(C)[nH]c2ccccc2c1=O was read as 12-LOX inh 11.2%.
C[C@@H](NC(=O)c1cccs1)c1c(-c2ccc(F)cc2)noc1C(=O)O was read as 12-LOX inh inconclusive.
For N#Cc1cccc(-c2ccnc(N[C@H]3CO[C@H]4[C@@H]3OC[C@H]4OC(=O)Nc3ccc(Oc4ccccc4)cc3)n2)c1 the results were 12-LOX inh -26.8%.
Screening COc1ccc(Cn2c(C)c(CC(=O)Nc3ccc(Oc4cccnc4)c(C)c3)c3ccccc32)cc1 returned 12-LOX inh 5.6%.
Cc1ccc(F)cc1S(=O)(=O)N(Cc1cc(CN2CCOCC2)cs1)c1ccc(F)cc1 was read as 12-LOX inh inconclusive.
Screening CC(NC(=O)CCc1cccs1)C1CCCO1 (stereo not drawn) returned 12-LOX inh -21.1%.
For CCOC(=O)CC1COCCN1C(=O)c1cn(Cc2ccc(F)cc2Cl)nn1 (stereo not drawn) the results were 12-LOX inh 46.3%[activator].
CC(c1ccon1)N(C)C(=O)c1cccc(CC2CCNCC2)c1 (stereo not drawn) was read as 12-LOX inh 17.5%.
COc1ccccc1CCN[C@H]1CS(=O)(=O)C[C@@H]1S(=O)(=O)c1ccc(F)cc1 was read as 12-LOX inh -19.1%.
Screening Cc1ccc(NC(=O)c2ccccc2SCC(=O)NC2CC2)c(Cl)c1 returned 12-LOX inh -17.3%.
For COC(=O)CNC(=O)N1CCC(OC2CCN(Cc3ccccc3)CC2)CC1 the results were 12-LOX inh 6.1%.
`COc1ccc(CN(C)C(=O)COc2cccc(-c3nc(-c4ccc(OC)cc4)no3)c2)cc1` gave 12-LOX inh -20.8%.
Screening O[C@H]1[C@H](NCC2CCCCC2)[C@H]2CO[C@H](O2)[C@@H]1N1CCC(Cc2ccccc2)CC1 returned 12-LOX inh 14.6%[176 µM].
COc1ncccc1-c1nccn2c(C3CN(C(=O)c4cc5ccccc5[nH]4)C3)ncc12 was read as 12-LOX inh inconclusive.
COC(=O)C1=C(C)N(C)C(=NCc2ccc3c(c2)OCO3)NC1c1ccc(Cl)cc1 (stereo not drawn) was read as 12-LOX inh inconclusive.
For Cc1cc(SCC(=O)c2ccc(F)cc2)nc2ccccc12 the results were 12-LOX inh 3.0%.
Screening CC(C)(C)CN1CCC2(CC1)Cc1ccccc1CNC2=O returned 12-LOX inh 0.7%[6.33 µM].
For COc1cccc(-c2noc(CN(C)S(=O)(=O)c3ccc(C)cc3)n2)c1 the results were 12-LOX inh -6.8%.
`COc1cc(OC)c2nc(-c3cc4c(c(OC)c3)OCCN(C(=O)C(C)c3n[nH]c(=O)c5ccccc35)C4)cc(C)c2c1` (stereo not drawn) gave 12-LOX inh 19.3%.
For CCOC(=O)Cn1c2c(n(-c3ccc(F)cc3)c1=O)C=C(c1ccccc1)[C@@H](C)C(C(=O)N(C)C1CCCCC1)=C2 the results were 12-LOX inh -5.4%.
`Cc1cccc(OCC(=O)NC2(C#N)CCCCC2)c1C` gave 12-LOX inh 18.3%.
`O=C(CSc1nc2ccccc2s1)c1ccc(C2CCCCC2)cc1` gave 12-LOX inh -12.6%.
Screening CCC1CCCCN1C(=O)Cn1nc(-c2ccc(C)cc2)c2ccccc2c1=O (stereo not drawn) returned 12-LOX inh -0.3%.
CSc1ccccc1C(=O)Nc1cccc2ccccc12 was read as 12-LOX inh 8.6%.
Screening CCCCn1c(Br)nc2c(=O)n(C)c(=O)n(C)c21 returned 12-LOX inh 29.9%.
`O=C(CCC[C@@H]1[C@H]2CCCN3CCC[C@@H](CN1C(=O)c1ccccc1)[C@@H]23)Nc1ccccc1` gave 12-LOX inh -2.5%.
CO/N=C(/c1ccc(OC)cc1)c1ccc(OCC(C)C)cc1 was read as 12-LOX inh -4.3%.
`COc1ccccc1CNC(=O)Cn1c(=O)c2c(ncn2C)n(C)c1=O` gave 12-LOX inh -0.5%.
`CCCCCCNC(=O)c1cc(-c2cccc(Br)c2)nc2ccccc12` gave 12-LOX inh inconclusive.
For COc1cccc(C(=O)Nc2c(NCC3CCCCC3)c3ccccc3oc2=O)c1 the results were 12-LOX inh -10.5%.
Screening CCCS(=O)(=O)N1CC(Oc2ccccc2-c2nc(C3CC3)no2)C1 returned 12-LOX inh 5.6%.
`CSc1ccccc1OCc1cc(C(=O)N2CCC(Oc3cccnc3)CC2)no1` gave 12-LOX inh 13.3%.
`CC(C)CCNc1nc(-c2ccc(S(C)(=O)=O)cc2)cs1` gave 12-LOX inh inconclusive.
`CN(C)CCN(C(=O)c1ccc(N2C(=O)CCC2=O)cc1)c1nc2cc3c(cc2s1)OCCO3` gave 12-LOX inh 0.0%.
Screening COc1ccc(C)cc1Nc1nc2ccccc2nc1NS(=O)(=O)c1ccc(Cl)cc1 returned 12-LOX inh -26.3%.
For O=C(c1ccc(Cl)s1)N1CCC(n2cnnc2-c2ccccc2)C1 (stereo not drawn) the results were 12-LOX inh 50.3%[activator].
For CCN(CC)S(=O)(=O)c1ccc(NC)c(N)c1 the results were 12-LOX inh -57.1%.
Screening CC1=CC(=O)C2=C(C)C[C@H](OC(=O)c3ccccc3Br)[C@@H]3[C@H](OC(=O)[C@H]3C)[C@@H]12 returned 12-LOX inh -90.0%.
COc1ccc(CNCC2CCCO2)cc1OCc1ccccc1 (stereo not drawn) was read as 12-LOX inh -60.7%.
For CCCCn1nc(C(=O)NC(CC)CC)c2ccccc2c1=O the results were 12-LOX inh -2.6%.
O=C1C[C@@H]2CCN(C(=O)Nc3ccccc3)C[C@@H]2CCN1CCc1cnc[nH]1 was read as 12-LOX inh -0.7%[176 µM].

Pulled one by one from the list above, 4 records:
Screening COc1ccc(C)cc1Nc1nc2ccccc2nc1NS(=O)(=O)c1ccc(Cl)cc1 returned 12-LOX inh -26.3%.
Screening CCCS(=O)(=O)N1CC(Oc2ccccc2-c2nc(C3CC3)no2)C1 returned 12-LOX inh 5.6%.
`O=C(CSc1nc2ccccc2s1)c1ccc(C2CCCCC2)cc1` gave 12-LOX inh -12.6%.
`O=C(CCC[C@@H]1[C@H]2CCCN3CCC[C@@H](CN1C(=O)c1ccccc1)[C@@H]23)Nc1ccccc1` gave 12-LOX inh -2.5%.

Next part.
For FC(F)(F)c1cccc(N2CCN(C(c3ccc(Br)cc3)c3nnc(-c4ccccc4)o3)CC2)c1 (stereo not drawn) the results were 12-LOX inh inconclusive.
Screening COC[C@@H]1CN(C(=O)c2cc(OC)cc(OC)c2)C[C@H]1c1ccncc1 returned 12-LOX inh 49.4%[activator].
For c1ccc2[nH]c(-c3ccc4c(c3)CCCC4)cc2c1 the results were 12-LOX inh inconclusive.
For CCc1noc(-c2ccn3c(CNC(=O)c4c(F)cccc4F)nnc3c2)n1 the results were 12-LOX inh 34.2%[activator].
For O=C1NCc2ccccc2CC12CCN(Cc1cccc(C(F)(F)F)c1)C2 (stereo not drawn) the results were 12-LOX inh inconclusive.
CN(Cc1ccco1)c1ccnc(-c2ccccc2C(F)(F)F)n1 was read as 12-LOX inh inconclusive.
OCC1CCCN(c2ccc(-c3nc(-c4cccc(C(F)(F)F)c4)no3)cn2)C1 (stereo not drawn) was read as 12-LOX inh inconclusive.
For Cn1ccnc1CN1C(=O)CO[C@H]2CN(CCCc3ccccc3)C[C@H]21 the results were 12-LOX inh 20.3%[176 µM].
`CC(NC(=O)c1ccc(CN2CCCCC2)cc1)c1cccc(C(F)(F)F)c1` (stereo not drawn) gave 12-LOX inh 14.0%.
Cc1cn2nc(C(=O)NC(C)c3ccccc3)cc2c(N2CCSCC2)n1 (stereo not drawn) was read as 12-LOX inh 2.0%.
Cc1cc(C)cc(NC(=O)CC2CC3CCC2C3)c1 (stereo not drawn) was read as 12-LOX inh inconclusive.
`Cc1ccc(-c2csc(N)c2C#N)cc1` gave 12-LOX inh inconclusive.
Screening CN(Cc1ccco1)c1nc(-c2cccc(C#N)c2)nc2ccccc12 returned 12-LOX inh inconclusive.
CC(C)(C)SCC(=O)Nc1ccc2c(c1)CCC2 was read as 12-LOX inh -3.0%.
`CCCCOC(=O)c1ccc(NC(=O)COc2ccc3c(C)cc(=O)oc3c2)cc1` gave 12-LOX inh 9.0%.
Screening CCOC(=O)[C@H](CCc1ccccc1)N[C@@H](C)C(=O)N1Cc2cc(OC)c(OC)cc2C[C@H]1C(=O)O returned 12-LOX inh inconclusive.
`Cc1ccc(CN2C(=O)OC(c3cccc(NC(=O)Cc4ccccc4)c3)C2C(=O)NCC(C)C)cc1` (stereo not drawn) gave 12-LOX inh 22.9%.
`CCOC(=O)c1ccccc1NC(=O)Cn1cccc1-c1nc(-c2ccc(F)cc2)no1` gave 12-LOX inh 9.7%.
For C/C=C/C=C/C(=O)Nc1ccc(OCCOC)cc1 the results were 12-LOX inh -12.1%.
Screening COc1ccc(CN2CCN(C(C)c3nnc(-c4ccccc4)o3)CC2)cc1F (stereo not drawn) returned 12-LOX inh -1.9%.
Cc1[nH]c2ccccc2c1CC(=O)Nc1ccc(Nc2cccnc2)c(-c2cccc(Cl)c2)c1 was read as 12-LOX inh -10.3%.
`CC(=O)c1c(C)nc2ccc(Cl)cc2c1-c1ccccc1` gave 12-LOX inh -28.0%.
For CC(Oc1ccc(Cl)cc1Cl)C(=O)Nc1ccnn1C(C)C (stereo not drawn) the results were 12-LOX inh -3.6%.
`CN1CCN(C(=O)C[C@@H]2CC[C@@H]3[C@H](COC[C@@H](O)CN3Cc3cccc(Cl)c3)O2)CC1` gave 12-LOX inh -20.0%.
`COC(=O)Nc1ccccc1Cc1ccccc1` gave 12-LOX inh 33.5%[activator].
`NC(=O)c1ccc(OC2CCN(C(=O)CC3CCCCC3)C2)nc1` (stereo not drawn) gave 12-LOX inh 13.7%.
For O=C(NC12CC3CC(CC(C3)C1)C2)C(F)(F)F the results were 12-LOX inh -3.6%.
Screening CC(C)=CCC/C(C)=C/COC=O returned 12-LOX inh -3.8%[176 µM].
Screening O=C(NNC(=S)NCc1ccccc1)c1ccc2ccccc2c1 returned 12-LOX inh inconclusive.
`O=C(NC1CCCCC1)N1CCC(c2noc(-c3ccccn3)n2)C1` (stereo not drawn) gave 12-LOX inh -14.2%.
`COC(=O)c1c(C)[nH]c(C(=O)N2CCC(CC(=O)NCc3ccc4c(c3)OCO4)CC2)c1C` gave 12-LOX inh 57.2%[activator].
For Cc1cc(-c2cccc(OCCn3ccnc3)c2)ccn1 the results were 12-LOX inh inconclusive.
`Cc1ccc(-c2cc3c(=O)n(CCNC(=O)c4ccc(F)c(F)c4)ccn3n2)cc1C` gave 12-LOX inh 8.0%.
Screening COc1cccc(CNC(=O)[C@H]2CCCN2C(=O)[C@H]2CCCN2C(=O)c2cccc(F)c2)c1 returned 12-LOX inh -9.5%.
Screening O=C(Nc1ccccc1)N1CCN(c2nc3ncccc3o2)CC1 returned 12-LOX inh 13.5%[176 µM].
CCc1ccc(C(C)(c2ccc(O)cc2)c2ccc(O)cc2)cc1 was read as 12-LOX inh inconclusive.
For Cc1cnc(NC(=O)C(C)(C)Oc2ccc(Cl)cc2)s1 the results were 12-LOX inh -26.4%.
C/C(=N\N(c1ccccc1)c1ccccc1)c1ccc(Br)cc1 was read as 12-LOX inh 3.1%.
Screening O=C(Nc1ccc(F)cc1)c1ccccc1-c1ccccc1 returned 12-LOX inh 34.0%[activator].
For O=C(Cc1ccsc1)N1CCOc2ccc(CN3CCc4ccccc4C3)cc2C1 the results were 12-LOX inh 52.7%[activator].
CC(C)(C)CC(=O)N1CCn2c(nnc2[C@@H]2C[C@@H](O)CN2Cc2ccccc2)C1 was read as 12-LOX inh 27.5%.
CN1CCC(N[C@@H]2CO[C@H](CNC(=O)N3CCOCC3)[C@H]2O)CC1 was read as 12-LOX inh 63.7%[activator][176 µM].
Screening CC(C)(C)C(=O)N1CCC2(CC1)C(=O)NCN2Cc1ccc(Cl)cc1 returned 12-LOX inh -2.2%.
For COc1ccc(S(=O)(=O)Nc2nc3ccccc3nc2Nc2ccccc2)cc1 the results were 12-LOX inh -2.6%.
Screening CN(Cc1ccc(F)cc1)Cc1cn(-c2ccccc2)nn1 returned 12-LOX inh 2.9%.
CCNC(=O)CN(CC)C(=O)c1cc2ccccc2oc1=O was read as 12-LOX inh 23.0%.
Cc1noc(C)c1C(=O)N1CCC2(CCCN(c3ncccn3)C2)CC1 was read as 12-LOX inh 18.3%[57.4 µM].
For COc1ccccc1-c1cc(NCc2cccs2)ncn1 the results were 12-LOX inh -0.2%.
For CCCc1nnc2sc(-c3ccc(CNC(=O)c4cccc(F)c4)cc3)nn12 the results were 12-LOX inh 9.0%.
Screening CCc1cccc(C)c1NC(=O)Cn1cccc1-c1nc(-c2ccc(OC)c(F)c2)no1 returned 12-LOX inh 29.2%.
For Cc1ccc(Cn2ccn3nc4c(c3c2=O)CCCC4)cc1 the results were 12-LOX inh 10.6%.
